# High-throughput results as filed in PubChem.
# TRPC6 inh: mouse TRPC6 channel inhibition | Q61143 | HEK293-TRPC6, membrane potential dye, ACh-evoked depolarization; hits give low values | B-score at 10 µM | hit rate 1.1% among 310,000 | AID 2553;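 active = B-score under library mean minus 3 SD, initial fluorescence not abnormally high, positive integrated signal ratio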;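 also: B-score derived from integrated fluorescence ratio over the kinetic read; more negative B-score means stronger inhibition of depolarization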
# TRPC4 inh: blocks the mouse TRPC4 cation channel; B-score at 10 µM; hit rate 0.39% among 300,000; Q9QUQ5; HEK293 TRPC4beta/mu-opioid, DAMGO-evoked Fluo4 calcium flux; hits give low values;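 active = B-score over 3 SD under the library average, no early fluorescence shift, positive overall ratio signal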
#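 Assay system: TRPC4beta/mu-opioid receptor HEK293 cell line; compound dosing: single concentration per test compound; detection: Fluo4 Ca2+ flux fluorescence; evaluation: per-well B score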
# HIF activator: HIF pathway transcriptional activation; U2OS HRE-luciferase reporter, luminescence; normalized: DMSO 0%, desferrioxamine 100%; activation, % at 7.5 µM (by protocol); hit rate 0.32% among 300,000; AID 1910;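 active = mean activation of at least 10% of the iron chelator positive control signal, with at least half of replicates also reaching 10%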
# SKKanGAS inh: blocks kanamycin growth of S. pyogenes SKKanGAS strain | BacTiter-Glo, 6 h | inhibition, % at 7.5 µM | hit rate 1.3% among 300,000;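 active = mean replicate score, as percent of positive control median, at least 50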;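 also: strain carries kanamycin resistance gene driven by streptokinase promoter and grows in 40 µg/ml kanamycin; loss of luminescence reflects streptokinase promoter inhibition or plain growth inhibition; 0% = median of DMSO wells and 100% = positive control at its reference dose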
# IEC-6 tox: counter-screen for KLF5 inhibitors: cytotoxicity in IEC-6 cells. IEC-6 cytotoxicity, luminescence viability. inhibition, % at 5 µM. hit rate 0.78% among 290,000. AID 1825; in the data active = inhibition above about 22%;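 also: 0% = plate median of test compound wells and 100% = cytotoxic reference compound wells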
# TRPC4 potent: TRPC4 (mouse) allosteric potentiation; Q9QUQ5; HEK293 TRPC4beta/mu-opioid, DAMGO EC20, Fluo-4 Ca2+ flux; hits give high values; B-score at 10 µM; hit rate 0.42% among 310,000;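 active = B-score of calcium response area above 5 SD of library B-scores, with initial fluorescence ratio within 5 SD of library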;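 also: B-score of integrated fluorescence ratio over time as area under calcium response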
# TRPC6 activator: activators of mouse TRPC6 channel. HEK293-TRPC6 membrane potential dye fluorescence; hits give high values. hit rate 0.13% among 310,000. B-score at 10 µM;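 active = B-score of the integrated fluorescence ratio above library mean plus 3 SD, and starting fluorescence ratio within library mean plus 5 SD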;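 also: higher score means more depolarization so channel activation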
# TRPC4 agonist: opens the mouse TRPC4 cation channel; HEK293 TRPC4beta/mu-opioid, Fluo4 calcium fluorescence; hits give high values; Q9QUQ5; B-score at 10 µM; hit rate 0.49% among 310,000;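 active = B-score above 5 SD of library B-scores, and initial fluorescence ratio not above library mean plus 5 SD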;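 also: positive B-score marks a calcium rise read as TRPC4 activation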
#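 Assay system: HEK293 stable line with TRPC4beta plus mu-opioid receptor. Times: dye 45 min RT, read 110 s. Measured by: kinetic Fluo4 calcium fluorescence. Measure: B score of integrated ratio. Controls: assay buffer as low control, maximal DAMGO as high control.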
# aSyn UTR inh: MLPCN primary screen, SNCA 5' untranslated region; alpha-synuclein 5'UTR reporter, inhibitor activity; inhibition, % (tested at 7.5 µM); hit rate 0.82% among 300,000; in the data active = inhibition above about 60%;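 also: H4 neuroglioblastoma cells stably carrying SNCA 5'UTR luciferase fusion; 0% = DMSO wells and 100% = positive control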
# KLF5 inhibitor: inhibitors of KLF5 expression; DLD-1 KLF5 promoter-luciferase reporter, luminescence; inhibition, % at 5 µM; hit rate 0.23% among 290,000;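 active = inhibition above a per-plate limit of that plate's mean compound inhibition plus 3 SD, cut at about 60% in these data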;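 also: 0% = DMSO wells and 100% = LY294002 at 200 µM; higher means less KLF5 promoter-driven luciferase light; inactives centre near -14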
# MrgX1 antagonist: antagonists of human MrgX1 receptor; Q96LB2; MRGX1-HEK293 calcium flux, Fluo-4, BAM8-22 antagonism; hits give low values; AID 588676; hit rate 1.3% among 310,000; B-score at 10 µM;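 active = calcium-response B-score plate-corrected more than 3 library SD below zero, starting fluorescence within 5 deviations, no agonist response on first addition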;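 also: peak minus trough fluorescence over baseline after final BAM8-22 challenge near maximal dose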
# Target sequence (Q96LB2 whole entry, looked up): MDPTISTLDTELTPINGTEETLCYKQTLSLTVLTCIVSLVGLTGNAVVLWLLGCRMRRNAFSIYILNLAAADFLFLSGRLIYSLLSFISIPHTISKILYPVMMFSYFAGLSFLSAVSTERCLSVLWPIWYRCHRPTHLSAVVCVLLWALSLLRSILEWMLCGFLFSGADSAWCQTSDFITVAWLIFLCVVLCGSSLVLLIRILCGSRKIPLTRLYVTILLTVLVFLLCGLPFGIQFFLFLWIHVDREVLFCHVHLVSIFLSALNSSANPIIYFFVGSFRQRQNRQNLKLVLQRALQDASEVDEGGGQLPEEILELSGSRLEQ
# * hit, by the source's call; i = inactive; / = no result given.
SMILES,TRPC6 inh,TRPC4 inh,HIF activator,SKKanGAS inh,IEC-6 tox,TRPC4 potent,TRPC6 activator,TRPC4 agonist,aSyn UTR inh,KLF5 inhibitor,MrgX1 antagonist
CCOC(=O)C(NC(=O)CC)(Nc1ccc(S(=O)(=O)Nc2onc(C)c2C)cc1)C(F)(F)F (stereo unspecified),i,i,-0.2,8,0,i,i,i,6,-8,i
COc1ccc(S(=O)(=O)NCC(c2ccco2)N2CCc3ccccc32)cc1 (stereo unspecified),i,i,-0.5,6,/,i,i,i,7,/,i
CCCNC(=O)c1c(CSc2ccccc2)noc1C(=O)NCc1ccccc1,i,i,-0.7,27,/,i,i,i,3,/,i
C/C(NC1CCCCC1)=C(/C#N)C(=O)NCCN1CCOCC1,i,i,-0.2,-1,0,i,i,i,-2,-21,i
COc1ccc(CCNc2nc(C)nc3c2nnn3Cc2ccccc2)cc1,i,i,-0.2,-2,-1,i,i,i,25,-28,i
CC1=C(C(=O)N2CCOCC2)C(c2cccc3ccccc23)NC(=S)N1 (stereo unspecified),i,i,-43,-4,-3,i,i,i,-13,3,i
CC1CC(C)(C)NC(=S)N1CCC(=O)N1CCc2ccccc2C1 (stereo unspecified),i,i,-0.4,-2,-6,i,i,i,27,-26,i
Cc1ccc(C(=O)Nc2ccncc2)c(C)c1,i,i,0.4,-3,-5,i,i,i,-19,-23,i
O=C(O)c1ccc(/C=C2\SC(=Nc3ccccc3)N(c3ccccc3)C2=O)cc1,i,i,-0.1,2,-10,i,i,i,-23,2,i
Cc1ccc(N(Cc2ccccc2O)C(=O)c2ccccc2F)cc1,i,i,-0.2,9,0,i,i,i,28,-26,i
CC(C)S(=O)(=O)C1=NSC2=NC(=O)/C(=C\c3ccc(OC(=O)c4ccco4)cc3)C(=N)N21,i,i,-0.5,11,-3,i,i,i,-5,-3,i
CC#CCCCC(=O)Nc1ccccc1C(=O)O,i,i,0.4,4,-3,i,i,i,-75,-84,i
CC1Cc2ccccc2N1C(=O)C1CCCN(S(=O)(=O)c2cccc3nsnc23)C1 (stereo unspecified),i,i,0.2,23,-3,i,i,i,1,-11,i
COc1ccc(-c2nc(=S)c3ccc4ccccc4c3[nH]2)cc1,i,i,-0.7,-12,0,i,i,i,-59,-25,/
COC(=O)C1CCN(Cc2nnc(-c3ccccc3)o2)CC1,i,i,-19,1,0,i,i,i,-3,-16,i
O=C(NCCO)/C(=C\c1ccc(Br)cc1)NC(=O)c1cccs1,i,i,0.0,-3,-2,i,i,i,1,10,i
O=C(COc1ccc2ccc(=O)oc2c1)NCc1ccccn1,i,i,0.1,-2,0,i,i,i,-19,-20,i
O=C(CNC(=O)c1ccco1)OCc1ccc(Br)cc1,i,i,-1.3,-11,8,i,i,i,-2,-6,i
O=C(Nc1ccc(Cl)cc1)c1ccc(Br)cc1F,i,i,2.0,-1,-5,i,i,i,-123,-92,i
Cc1ccc(C(=O)N(CC(=O)NC2CCCC2)c2ccc3c(c2)OCCO3)s1,i,i,-1.5,-11,-1,i,i,i,-7,-53,i
COc1cccc(CN(C)CC(=O)Nc2ccccc2N2CCOCC2)c1OC,i,i,0.3,-3,11,i,i,i,-8,-9,i
O=C(Cn1ncc2c([nH]c3ccccc32)c1=O)N1CCN(c2ccccn2)CC1,i,i,-0.1,1,-4,i,i,i,26,-20,i
CC(C)[C@H](NC(=O)c1ccccc1)C(=O)OCC(=O)c1ccccc1F,i,i,0.3,-1,-4,i,i,i,2,-25,i
CCCCOc1ccc(N(CC(=O)NC2CCCCC2)C(=O)CCC(=O)Nc2ccccn2)cc1,i,i,1.1,2,1,i,i,i,7,2,i
CCOC(=O)c1[nH]c2c(c1C)C(=O)CC(c1ccc(OC)c(OC)c1)C2 (stereo unspecified),i,i,-0.6,-16,3,i,i,i,-20,-12,i
SMILES,TRPC6 inh,TRPC4 inh,HIF activator,SKKanGAS inh,IEC-6 tox,TRPC4 potent,TRPC6 activator,TRPC4 agonist,aSyn UTR inh,KLF5 inhibitor,MrgX1 antagonist
COc1ccc(Cc2nnc(SC)[nH]c2=O)cc1OC,i,i,-0.9,5,3,i,i,i,-8,-33,i
O=C(NCC(c1cccnc1)N1CCN(c2ccccc2F)CC1)OCc1ccccc1 (stereo unspecified),i,i,0.1,-6,-1,i,i,i,20,-43,i
COc1ccc(/C=C/C(=O)NC2CC3CCC2C3)cc1 (stereo unspecified),i,i,1.9,-3,1,i,i,i,-27,-81,i
COc1ccc(CNC(=O)CSc2nnc3c(n2)[nH]c2ccc(OC)cc23)cc1,i,i,-2.1,8,-5,i,i,i,-12,-7,i
Cc1ccc(C(=O)O)cc1NC(=S)NC(=O)Cc1ccccc1,i,i,-1.0,0,-2,i,i,i,20,-7,i
CN(C)CC(C)(C)CNC(=O)C1CCN(Cc2ccccc2O)CC1,i,i,-20,0,0,i,i,i,-7,5,i
Brc1ccc(Nc2nc(-c3cccnc3)cs2)cc1,i,i,4.6,1,9,i,i,i,-161,1,i
CCN(CC)C(=O)CSc1ncnc2c(-c3ccc(OC)cc3)nsc12,i,i,1.7,-18,-2,i,i,i,-38,-29,i
Cc1ccc(NC(=O)OCc2cn(-c3ccc(Cl)cc3)nn2)cc1,i,i,-0.2,-19,4,i,i,i,3,-22,i
O=C(CN1C(=O)CC(c2ccccc2)Sc2ccccc21)NCC1CCCO1 (stereo unspecified),i,i,-0.2,-18,-5,i,i,i,13,-12,i
NC(=O)C1(NC(=O)[C@@H]2CC3(CC(c4cccc(NC(=O)[C@@H]5CCC(=O)N5)c4)=NO3)CN2C(=O)Cc2ccc(C(F)(F)F)cc2)CC1 (stereo partly specified),i,i,-0.4,8,3,i,i,i,9,-31,i
Cc1cccc(OCc2nnc(SCC(=O)c3ccccc3)o2)c1,i,i,-0.5,-1,-1,i,i,i,-11,-12,i
CC1=C(C(=O)OCCBr)C(c2cccc3ccccc23)NC(=O)N1 (stereo unspecified),i,i,-0.1,1,-6,i,i,i,3,-32,i
CC(C)C(c1nnnn1Cc1cccs1)N1CCN(C(=O)c2ccco2)CC1 (stereo unspecified),i,i,-0.2,-14,-3,i,i,i,2,3,i
CCCCNC(=S)N(CCCN(C)C)Cc1cc2cc3c(cc2[nH]c1=O)OCO3,i,i,0.0,-4,8,i,i,i,2,8,i
Cc1nc(SCC(=O)NC(=O)NC(C)(C)C)nc(C)c1C,i,i,0.0,-6,1,i,i,i,5,-9,i
COCCSc1nnc(NS(=O)(=O)c2ccc(F)cc2)s1,i,i,-0.7,-6,2,i,i,i,-24,-20,i
Cc1oc(-c2ccccc2F)nc1CS(=O)CC(=O)NCc1cccs1 (stereo unspecified),i,i,0.4,-8,2,i,i,i,-5,12,i
CC(C)N(C(=O)CSc1nnc(-c2cc3ccccc3cc2O)n1Cc1ccco1)C(C)C,i,i,-0.3,0,-5,i,i,i,35,-3,i
CCCNc1nc(C)cc(-c2cc(C(=O)Nc3ccccc3)on2)n1,i,i,-1.6,8,/,i,i,i,26,/,i
CC/C=C/C(=O)N1CC2(CC(c3cccc(NC(=O)c4ccccc4)c3)=NO2)C[C@@H]1C(N)=O (stereo partly specified),i,i,-0.1,-1,-6,i,i,i,9,-32,i
O=C1CC(N2CCN(c3ccccc3F)CC2)C(=O)N1c1ccc2c(c1)OCCO2 (stereo unspecified),i,i,-1.4,9,0,i,i,i,22,-4,i
Cn1c(SCC(=O)c2ccccc2)nnc1-c1ccncc1,i,i,0.0,16,-5,i,i,i,-31,2,i
COc1ccc(N(CC(=O)NCc2ccc(F)cc2)C(=O)c2snc(C(N)=O)c2N)cc1,i,i,0.0,9,-5,i,i,i,1,-1,i
CC(C)(C)CC(=O)Nc1nnc(SCC(=O)Nc2ccccc2F)s1,i,i,3.0,-18,0,i,i,i,16,-16,i
SMILES,TRPC6 inh,TRPC4 inh,HIF activator,SKKanGAS inh,IEC-6 tox,TRPC4 potent,TRPC6 activator,TRPC4 agonist,aSyn UTR inh,KLF5 inhibitor,MrgX1 antagonist
O=Cc1c(NCCc2cccc(F)c2)c2ccccc2[nH]c1=O,i,i,0.3,0,-6,i,i,i,10,-16,i
O=C(CN1CCCCC1)N/N=C/c1ccccc1Br,i,i,-24,0,0,i,i,i,-41,-15,i
NNC(=O)c1ccccc1CO,i,i,0.8,1,/,i,i,i,-9,/,i
O=C(NC(Cc1ccccc1)C(=O)O)/C(=C\c1ccco1)NC(=O)c1ccccc1 (stereo unspecified),i,i,-0.2,-10,-4,i,i,i,-7,-9,i
O=C1Cc2cc(S(=O)(=O)NCc3ccccc3Cl)cc3c2N1CCC3,i,i,-0.4,7,3,i,i,i,0,-43,i
COC(=O)Nc1nnc(/C=C/c2ccccc2)s1,i,i,1.2,-1,-2,i,i,i,-24,-40,i
O=C(CSc1nc(C2CC2)nc2ccccc12)N1CCc2ccccc2C1,i,i,-0.2,25,-8,i,i,i,-14,-70,i
OC1(C#CCCN2CCCCC2)c2ccccc2-c2ccccc21,i,i,-0.1,-20,9,i,i,i,-3,4,i
CCCCn1c(CNC(=O)CC)nc2ccccc21,i,i,-0.4,-3,-6,i,i,i,8,-10,i
O=C(C1CCC1)N1CCc2cc(S(=O)(=O)NCc3ccco3)ccc21,i,i,-0.2,1,-1,i,i,i,9,0,i
CN(C1CCS(=O)(=O)C1)S(=O)(=O)c1ccc(N2CCCC2=O)cc1 (stereo unspecified),i,i,/,2,6,i,i,i,13,-8,i
CC(=O)NCCOc1nc(N2CCCCC2)nc(N2CCCCC2)n1,i,i,0.3,-2,-4,i,i,i,-11,-28,i
N#CC1=C(N)Oc2n[nH]c(-c3cccs3)c2C1c1cccs1 (stereo unspecified),i,i,-1.2,-4,-2,i,i,i,16,3,i
CN1CCC(OC(=O)COc2ccc(C(C)(C)C)cc2)CC1,i,i,-0.3,1,-2,i,i,i,11,-25,i
CC1(C)Cc2c(cnn2-c2ccccc2)C(NC(=O)CCCn2cncn2)C1 (stereo unspecified),i,i,1.1,-7,1,i,i,i,-10,-27,i

# Record cards, from the list above. Order of values: TRPC6 inh, TRPC4 inh, HIF activator, SKKanGAS inh, IEC-6 tox, TRPC4 potent, TRPC6 activator, TRPC4 agonist, aSyn UTR inh, KLF5 inhibitor, MrgX1 antagonist
# `O=C(CN1CCCCC1)N/N=C/c1ccccc1Br` in the list: i, i, -24, 0, 0, i, i, i, -41, -15, i
# `NNC(=O)c1ccccc1CO` in the list: i, i, 0.8, 1, /, i, i, i, -9, /, i
# `CC1=C(C(=O)N2CCOCC2)C(c2cccc3ccccc23)NC(=S)N1` (stereo unspecified) in the list: i, i, -43, -4, -3, i, i, i, -13, 3, i
# `O=C(Nc1ccc(Cl)cc1)c1ccc(Br)cc1F` in the list: i, i, 2.0, -1, -5, i, i, i, -123, -92, i
